# Assay outcomes (PubChem)
# HSF1 inhib – HSF1 inhibition; NIH3T3-HGL HSE-luciferase, MG132-induced, luminescence 8 h; stronger effect = lower value; activity change, negative = inhibition, % at 7.5 µM (by protocol); 0.77% of 300,000 active; AID 2098;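 active = more than half of replicate wells show activity change below -50%, luminescence cut by over half; inconclusive = some wells, but at most half, below -50%; inactive = no replicate well below -50%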;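 also: luciferase reports HSF-1 transcriptional activity via heat shock element; 0% = median of DMSO wells and -100% = zero luminescence signal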
# aSyn 5UTR inh – MLPCN primary screen, SNCA 5' untranslated region. alpha-synuclein 5'UTR reporter, inhibitor activity. inhibition, % (tested at 7.5 µM). 0.82% of 300,000 active. AID 1813; in the data active = inhibition above about 60%; inconclusive = no clear call, values can overlap the other calls;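 also: H4 neuroglioblastoma cells stably carrying SNCA 5'UTR luciferase fusion; 0% = DMSO wells and 100% = positive control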
# GSK3 alpha inh – inhibitors of human GSK-3 alpha kinase | P49840 | ADP-Glo luminescence, 60 min | inhibition, % at 10 µM | 0.1% of 320,000 active;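 in the data active = inhibition above about 50%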;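 also: GST-tagged GSK-3 alpha with peptide substrate and 25 µM ATP; 0% = DMSO neutral wells and 100% = GW8510 positive control wells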
# Target sequence (P49840 whole entry, looked up): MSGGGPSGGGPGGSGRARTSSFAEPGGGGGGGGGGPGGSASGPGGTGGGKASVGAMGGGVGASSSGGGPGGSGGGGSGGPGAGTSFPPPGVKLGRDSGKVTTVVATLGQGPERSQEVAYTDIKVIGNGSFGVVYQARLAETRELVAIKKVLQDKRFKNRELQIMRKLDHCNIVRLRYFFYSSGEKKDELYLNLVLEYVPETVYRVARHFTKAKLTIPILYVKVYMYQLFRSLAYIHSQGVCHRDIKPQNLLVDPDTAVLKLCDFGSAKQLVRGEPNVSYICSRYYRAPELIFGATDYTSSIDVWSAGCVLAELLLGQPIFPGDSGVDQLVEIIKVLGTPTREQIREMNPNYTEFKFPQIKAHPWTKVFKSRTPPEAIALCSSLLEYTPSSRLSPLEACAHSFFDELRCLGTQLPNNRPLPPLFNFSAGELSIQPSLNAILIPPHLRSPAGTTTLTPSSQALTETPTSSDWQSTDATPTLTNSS
# HSF-1 act – increases HSF-1 driven luciferase reporter signal. activation, % at 9 µM. AID 504408. NIH3T3-HGL HSF-1 luciferase reporter, MG132, 8 h; 100% = twice DMSO control signal. 1.7% of 300,000 active;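 active = mean replicate activation of at least 50% with a set share of replicates each reaching 50%; inconclusive = only one of those two conditions met; inactive = mean below 50% and too few replicates reaching it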;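 also: 0% = median of the neutral control wells and 100% = twice that signal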
# Dyrk1A ADPGlo – inhibitors of rat Dyrk1A kinase | 0.43% of 310,000 active | inhibition, % at 12.5 µM | Q63470 | ADP-Glo luminescence, NFATc1 peptide | AID 504441; in the data active = inhibition above about 50%;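 also: plate controls were vehicle with enzyme for no effect and no enzyme for full effect; many of its hits are not listed in these tables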
# KLF5 inhibitor – suppresses KLF5 promoter-driven expression; AID 1700; 0.23% of 290,000 active; DLD-1 KLF5 promoter-luciferase reporter, luminescence; inhibition, % at 5 µM;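 active = inhibition above a per-plate limit of that plate's mean compound inhibition plus 3 SD, cut at about 60% in these data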;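 also: 0% = DMSO wells and 100% = LY294002 at 200 µM; higher means less KLF5 promoter-driven luciferase light; inactives centre near -14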
# GSK3beta inhib – blocks human GSK3beta kinase activity; P49841; GST-GSK3beta kinase, ADP-Glo luminescence, 60 min; stronger effect = lower value; activity score (negative = inhibition), % at 10 µM; 0.038% of 300,000 active;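 active = more than half of replicate wells score below -50%, meaning over 50% inhibition versus plate controls; inconclusive = some replicates but at most half score below -50%; inactive = no replicate scores below -50%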;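 also: 0% = median DMSO wells and -100% = median GW8510 positive control wells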
# Target sequence (P49841 whole entry, looked up): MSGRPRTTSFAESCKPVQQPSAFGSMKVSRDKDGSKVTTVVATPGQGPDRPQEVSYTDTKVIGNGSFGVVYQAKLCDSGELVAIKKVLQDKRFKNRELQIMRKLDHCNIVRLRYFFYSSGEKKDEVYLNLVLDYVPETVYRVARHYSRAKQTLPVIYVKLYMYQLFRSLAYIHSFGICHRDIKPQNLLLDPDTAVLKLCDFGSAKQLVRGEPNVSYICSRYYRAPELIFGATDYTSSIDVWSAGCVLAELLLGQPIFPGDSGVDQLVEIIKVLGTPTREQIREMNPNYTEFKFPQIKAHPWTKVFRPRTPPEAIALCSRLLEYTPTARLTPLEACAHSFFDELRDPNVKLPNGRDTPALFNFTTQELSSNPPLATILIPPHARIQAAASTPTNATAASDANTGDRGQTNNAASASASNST
#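 Test system: GST-fused GSK3beta enzyme, cell-free | Quantity: 1.6 ng GST-GSK3beta enzyme per well | Reagent: 25 µM ATP with peptide substrate | Schedule: 60 min enzyme reaction, room temperature | Signal: Luminescent ADP-Glo measurement of ADP formed | Read-out basis: Score relative to plate controls | Control set: DMSO and 20 µM GW8510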
# IEC-6 cytotox – IEC-6 cytotoxicity, counter-screen for KLF5 inhibitors; luminescence viability; inhibition, % at 5 µM; 0.78% of 290,000 active; in the data active = inhibition above about 22%;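 also: 0% = plate median of test compound wells and 100% = cytotoxic reference compound wells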
# Platelet DG rel – modulates dense granule release in human platelets; human platelet-rich plasma, SFLLRN dense granule ATP release, luminescence; inhibition, %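 (compounds screened at 7.5 µM in platelet-rich plasma)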; 0.22% of 300,000 active; AID 1663;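 active = mean replicate score, as percent of positive control, at or above 50; inconclusive = mean below 50 but at least one replicate at or above 50; inactive = mean and every replicate below 50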
# HSP90 inh – inhibitors of HSP90 luciferase refolding in rabbit reticulocyte lysate; luciferase refolding luminescence, 3 h; inhibition, % at 5.6 µM; 0.91% of 290,000 active;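 active = inhibition above the screen-wide mean plus 3 SD, computed separately per campaign, cut at about 16% in these data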;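 also: 0% = DMSO wells and 100% = 60 µM geldanamycin wells; inhibitors lower the luminescence because luciferase stays unfolded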
# An asterisk follows results filed as active; u = inconclusive; x = not tested or not shown; & = joins results of further samples.
SMILES,HSF1 inhib,aSyn 5UTR inh,GSK3 alpha inh,HSF-1 act,Dyrk1A ADPGlo,KLF5 inhibitor,GSK3beta inhib,IEC-6 cytotox,Platelet DG rel,HSP90 inh
CN1/C(=C\C=C2\N=C(c3ccc(F)cc3)OC2=O)C(C)(C)c2ccccc21,-1,-5,3,-9,-1,6,4,3,-2,9
CNc1cc([N+](=O)[O-])ccc1N/C=C/C(=O)c1ccc2c(c1)OCO2,15,-55,-2,27,-4,-19,0,9,4,5
c1cnc(N2CCN(Cc3ccc4c(c3)OCO4)CC2)nc1,-6,-7,-3,-17,4&4,-7&-11,4,6&1,-3,3&3
CCc1cccc(C)c1NC(=O)Cn1c(NCCO)nc2ccccc21,-5,16,-2,-8,-3,-47,1,-8,2,-1
COc1ccccc1NC(=O)/C=C/c1ccc(OC)c(S(=O)(=O)N2CCOCC2)c1,1,-13,-2,16,-1,2,2,4,3,0
CCCOC(=O)Oc1ccc2c(=O)c(Oc3cc(C)cc(C)c3)coc2c1,-8,20,0,-9,-4,-20,1,1,-11,3
Cc1ccc(C(=O)CCC(=O)N2CCC(C(N)=O)CC2)cc1,-2,-12,-1,6,-3,-49,1,-3,-11,-1
O=C1/C(=C/c2ccccc2Cl)SC(=S)N1CCC(=O)N1CCCCC1CCO (stereo not drawn),39,-31,1,68*,x,-30,2,4,-21,5
CCCN1CNc2c(c(=O)[nH]c(=S)n2CCc2ccc(OC)c(OC)c2)C1,-6,1,0,-1,-10,1,1,5,5,-2
O=C(Nc1ccc(-c2nc3cccnc3s2)cc1)c1ccc(Br)o1,5,-159,x,-4,6,-39,0,6,4,8
Cc1ccccc1-n1c(SCC(=O)N/N=C/c2c(C)nn(-c3ccccc3)c2C)nc2ccccc2c1=O,-2,u,1,-7,-3,6,2,0,5,5
CC(C)[C@H](NC(=O)N1CC(=O)Nc2ccccc21)C(=O)N1CCC[C@@H]1C(=O)O,-2,-36,-5,7,5,-13,4,-3,0,-2
CNC(=O)c1oc(-c2ccccc2)nc1C,-8,0,0,-5,12,4,0,-5,0,-2
COc1cccc2[nH]c3c(N4CCC(C)CC4)ncnc3c12,-3,-14,-3,21,2,-16,-5,5,2,-3
O=C(N/C(=C/c1ccc(Br)cc1)c1nc2ccccc2[nH]1)c1ccco1,16,-38,-2,20,-5,-27,-2,-2,0,-3
Cc1cc(C(=O)Nc2ccccc2[N+](=O)[O-])cs1,3,-57,1,10,-1,-44,-1,0,-2,6
CC(C)(C)c1ccccc1NC(=O)Cn1cnc2cc([N+](=O)[O-])ccc2c1=O,2,-15,1,22,3,-26,-1,-3,9,-2
O=C(CSc1nnc(CCCN2C(=O)c3cccc4cccc(c34)C2=O)n1-c1ccccc1)N1CCCCC1,-5,-7,-3,30,2,-17,-1,4,6,2
COc1ccc(NC(=O)CSc2nc3c(c(=O)n2-c2ccc(F)cc2)SCC3)cc1,3,15,-1,3,1,-34,-3,4,-10,1
CN(C(=O)C1CCOC1)c1nnc(C2CCOC2)s1 (stereo not drawn),-8,3,0,1,-1,3,-1,6,2,4
COCCSc1ccccc1C(=O)N1CCc2ccccc2C1,x,-18,-5,x,-1,-11,-2,-3,3,-1
Cc1ccc(O)c(CNc2cccc(C)n2)c1,21,-11,x,27,10,-64,0,3,5,0
O=C(N/N=C/c1ccc(Cl)cc1)c1cc(-c2cccnc2)nc2ccccc12,6,43,0,4,-7,-23,5,2,-9,-4
O=C(NC1CCN(Cc2ccccc2)CC1)c1ccccc1OCc1ccccc1,-3,13,2,-10,-1,6,2,0,14,-1
Cc1ccc2c(CN3CCC(C)CC3)cc(=O)oc2c1,16,-150,-1,38,2,-84,-4,3,-6,3
# Other records:
SMILES,HSF1 inhib,aSyn 5UTR inh,GSK3 alpha inh,HSF-1 act,Dyrk1A ADPGlo,KLF5 inhibitor,GSK3beta inhib,IEC-6 cytotox,Platelet DG rel,HSP90 inh
Cc1oc2c(c1C(=O)N1CCOCC1)C(=O)c1ccccc1C2=O,12,101*,-3,25,-3,-28,2,8,-25,2
O=C1/C(=C/c2cccs2)SC(=S)N1CC(=O)N1CCCCC1CCO (stereo not drawn),2,2,-1,8,0,-32,1,0,13,-6
COC(=O)Nc1[nH]ncc1[N+](=O)[O-],-12,16,x,-5,x,2,2,4,2,2
O=C(OCCN1CCCC1)C1(c2ccccc2)CCCC1,-2,19,x,8,-2,0,0,0,-9,1
O=C(Nc1cc(Cl)cc(Cl)c1)c1ccc(Cn2c(=O)[nH]c3ccsc3c2=O)cc1,0,21,0,-19,-2,-4,3,-6,-2,-4
O=C(CCC1CCCCC1)NCCN1C2=NC[C@H](Cc3ccccc3)N2C[C@H]1Cc1ccc(O)cc1,-2,22,4,-13,6,-15,-8,2,-8,9
Cc1cc(-c2ccc3c(c2)COc2c4ccccc4nn2-3)on1,23,26,-2,43,x,x,0,x,17,x
COc1ccccc1OCC(=O)N1CCCC(Nc2cccc(F)c2)C1 (stereo not drawn),2,8,2,17,x,-3,2,0,-12,-5
O=C(NCCCn1cccn1)C1CCC(=O)N(Cc2cccc(C(F)(F)F)c2)C1 (stereo not drawn),-5,-11,x,1,x,-24,1,0,3,1
CSc1nc(-c2ccc(Cl)cc2)nn1S(=O)(=O)c1ccc(Cl)cc1,12,-74,-1,3,12,-55,1,-4,8,-4
O=C(NCC1CCCO1)c1ccc2c(=O)n(CC3CCCO3)c(=S)[nH]c2c1 (stereo not drawn),-2,17,-5,-16,4,-27,1,-4,3,-3
Cc1ccc(S(=O)(=O)NC(=O)NCCCCNC(=O)NS(=O)(=O)c2ccc(C)cc2)cc1,-10,6,2,2,1,-25,2,-2,0,1
CS(=O)(=O)N1CCN(c2ccccc2NC(=O)c2cc(Br)ccc2Cl)CC1,1,-7,-2,11,2,-32,1,1,-1,1
OC(CNc1nc(-c2cccnc2)nc2ccccc12)c1ccccc1 (stereo not drawn),2,-8,3,25,50,-18,1,-12,1,-3
O=C(c1ccc(C(F)(F)F)cc1)C1CCCN(C(=O)Cn2cnnn2)C1 (stereo not drawn),0,4,0,6,-2,-11,1,-4,4,-5
Cc1ccc(N=Cc2sccc2C)cc1C,-1,-111,1,14,-1,0,-1,-5,0,2
CC(C)c1ccc(NC(=O)C2CC2c2ccccc2)cc1 (stereo not drawn),-2,5,0,-9,-4,-59,6,-2,3,-1
CC1C(=O)Nc2ccccc2N1C(=O)c1ccc(O)cc1 (stereo not drawn),4,-6,1,38,5,-8,-4,-4,-2,-3
Cc1nnc(NC(=O)CSc2nnc(Cc3cccn3C)n2C)s1,-4,9,-1,-3,5,-16,1,-7,-1,3
CCN(CC)CCN(C(=O)c1ccc(C(C)=O)cc1)c1nc2ccc(Cl)cc2s1,x,-13,-3,x,x,-28,3,1,-1,-1
COc1ccc(S(=O)(=O)N(C)CC(=O)N2CCN(C)CC2)cc1Cl,0,-4,-3,3,3,2,1,-3,-2,-1
Cc1[nH]c2ccccc2c1C(=O)CSc1nc2ccccc2c(=O)n1CCCN1CCOCC1,-1,-67,10,-5,5,-5,0,-4,3,-2
CC(C)C(C)NC(=O)COc1ccc(-c2ccccc2)cc1 (stereo not drawn),6,1,-23,-17,10,-9,-1,4,0,3
CS(=O)(=O)N(C(=O)NC(=O)NC12CC3CC(CC(C3)C1)C2)C1CCCCC1,3,-4,1,10,x,-18,-1,0,0,2
CC(=O)NCCn1c(SCC(=O)NCc2ccco2)nc2ccccc2c1=O,-2,-5,-15,4,-9,-53,1,4,2,2
C=CCN1C(=O)C2(OCCCO2)c2ccccc21,1,-9,-5,19,11,-51,-3,0,-2,-2
Cc1ccc(-n2cc(CNCCCn3ccnc3C)c(-c3ccc(F)cc3)n2)cc1,4,-17,x,10,-5,-5,-3,4,-3,-4
CSc1nc2c(c(=O)[nH]c(=O)n2C)n1C/C=C(\C)Cl,-1,30,-3,-2,4,-5,1,-1,0,-5
CC(Nc1nc(-c2ccc3c(c2)NC(=O)CO3)cs1)c1ccccc1 (stereo not drawn),-1,-18,-2,2,0,-37,6,5,4,1

# Sorted by number of heavy atoms (lowest first): part of the list above.
SMILES,HSF1 inhib,aSyn 5UTR inh,GSK3 alpha inh,HSF-1 act,Dyrk1A ADPGlo,KLF5 inhibitor,GSK3beta inhib,IEC-6 cytotox,Platelet DG rel,HSP90 inh
COC(=O)Nc1[nH]ncc1[N+](=O)[O-],-12,16,x,-5,x,2,2,4,2,2
Cc1ccc(N=Cc2sccc2C)cc1C,-1,-111,1,14,-1,0,-1,-5,0,2
CC1C(=O)Nc2ccccc2N1C(=O)c1ccc(O)cc1 (stereo not drawn),4,-6,1,38,5,-8,-4,-4,-2,-3
Cc1cc(-c2ccc3c(c2)COc2c4ccccc4nn2-3)on1,23,26,-2,43,x,x,0,x,17,x
Cc1oc2c(c1C(=O)N1CCOCC1)C(=O)c1ccccc1C2=O,12,101*,-3,25,-3,-28,2,8,-25,2
CC(Nc1nc(-c2ccc3c(c2)NC(=O)CO3)cs1)c1ccccc1 (stereo not drawn),-1,-18,-2,2,0,-37,6,5,4,1
OC(CNc1nc(-c2cccnc2)nc2ccccc12)c1ccccc1 (stereo not drawn),2,-8,3,25,50,-18,1,-12,1,-3
O=C(NCC1CCCO1)c1ccc2c(=O)n(CC3CCCO3)c(=S)[nH]c2c1 (stereo not drawn),-2,17,-5,-16,4,-27,1,-4,3,-3
CC(=O)NCCn1c(SCC(=O)NCc2ccco2)nc2ccccc2c1=O,-2,-5,-15,4,-9,-53,1,4,2,2
Cc1ccc(-n2cc(CNCCCn3ccnc3C)c(-c3ccc(F)cc3)n2)cc1,4,-17,x,10,-5,-5,-3,4,-3,-4
Cc1ccc(S(=O)(=O)NC(=O)NCCCCNC(=O)NS(=O)(=O)c2ccc(C)cc2)cc1,-10,6,2,2,1,-25,2,-2,0,1
Cc1[nH]c2ccccc2c1C(=O)CSc1nc2ccccc2c(=O)n1CCCN1CCOCC1,-1,-67,10,-5,5,-5,0,-4,3,-2
O=C(CCC1CCCCC1)NCCN1C2=NC[C@H](Cc3ccccc3)N2C[C@H]1Cc1ccc(O)cc1,-2,22,4,-13,6,-15,-8,2,-8,9

# This is a subset. The share of hits here may be higher or lower than overall.
